Rac1 wt modul – wildtype Rac1 GTP binding modulators, primary screen, biochemical, GST-Rac1 beads, flow cytometry, multiplex; Ras-related C3 botulinum toxin substrate 1 (Homo sapiens), P63000; fluorescent GTP binding; actives lie on both sides; 0 = cold GTP competed, 100 = untreated; GTP binding activity (% of control), % at 10 µM; 0.27% of 190,000 active; AID 757, 2007;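 active = GTP binding activity at least 20 points away from the 100% control level, either lower or higher; inconclusive = compound flagged as likely green fluorescent, judged across all proteins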
RGS8-Gao reg – RGS8-Galphao binding modulators, primary screen, biochemical, multiplexed bead flow cytometry; Guanine nucleotide-binding protein G(o) subunit alpha (Homo sapiens), P09471; actives lie on both sides; response (percent of control binding), % at 10 µM; 0.34% of 220,000 active; in the data active = response below about 60% or above about 140%; inactive = in between;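 also: Galphao activated as the GDP aluminium fluoride complex binding bead-coupled RGS8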
Target sequence (P09471 whole entry, looked up): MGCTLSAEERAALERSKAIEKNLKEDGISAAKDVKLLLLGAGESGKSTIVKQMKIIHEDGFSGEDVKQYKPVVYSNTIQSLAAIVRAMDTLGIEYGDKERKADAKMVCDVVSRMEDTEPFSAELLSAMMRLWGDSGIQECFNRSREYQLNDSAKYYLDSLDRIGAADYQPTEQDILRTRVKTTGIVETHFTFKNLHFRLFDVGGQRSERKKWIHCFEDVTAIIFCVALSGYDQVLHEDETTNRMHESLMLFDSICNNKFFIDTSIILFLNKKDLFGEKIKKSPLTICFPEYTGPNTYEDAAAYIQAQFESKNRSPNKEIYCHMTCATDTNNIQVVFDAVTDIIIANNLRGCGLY
Mcl1 Bid PPI – Mcl-1/Bid binding inhibitors, primary screen, biochemical, TR-FRET, 1536-well; TR-FRET Mcl-1/Bid-Dy647 peptide binding; inhibition, % at 21.7 µM; AID 1021, 2008; 0.97% of 220,000 active;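 active = compounds that cut the binding signal by more than half at the single screening dose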;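 also: His-tagged Mcl-1 with europium anti-His antibody binding Bid BH3 peptide; 0% = Mcl-1 plus peptide wells and 100% = peptide-only wells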
Mcl1-Noxa inh – Mcl-1/Noxa binding inhibitors, primary screen, biochemical, TR-FRET, 1536-well. TR-FRET Mcl-1/Noxa peptide binding, 2 h. Induced myeloid leukemia cell differentiation protein Mcl-1 (Homo sapiens), Q07820. inhibition, % at 21.7 µM. 1.5% of 220,000 active. AID 1022, 2008;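 active = compounds that cut the protein-peptide binding signal by more than 50% relative to plate controls in a single-dose test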;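 also: His-tagged Mcl-1 with rhodamine Noxa BH3 peptide and terbium anti-His antibody; 0% = Mcl-1 plus Noxa peptide wells and 100% = peptide-only wells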
HRas wt GTP bind – modulators of GTP binding to HRas wildtype, primary screen, biochemical, bead-based flow cytometry, multiplex. 0.14% of 190,000 active. GTP binding activity, % at 10 µM. GTPase HRas (Homo sapiens), P01112. GST-Ras wt beads, Bodipy-FL-GTP binding; actives lie on both sides;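 active = GTP binding activity at least 20% away from the 100% baseline, either lowered as inhibitor or raised as activator; inconclusive = flagged as likely green fluorescent, judged across all proteins in the well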;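 also: 0% = unlabeled GTP competition control and 100% = no-compound control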
Target sequence (P01112 whole entry, looked up): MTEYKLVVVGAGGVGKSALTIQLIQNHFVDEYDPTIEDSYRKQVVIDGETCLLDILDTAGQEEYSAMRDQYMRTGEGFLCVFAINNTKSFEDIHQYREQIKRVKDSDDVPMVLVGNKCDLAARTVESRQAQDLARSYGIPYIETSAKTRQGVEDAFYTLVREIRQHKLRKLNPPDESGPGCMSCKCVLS
Rab2 wt GTP – modulators of GTP binding to Rab2A wildtype, primary screen, biochemical, dog, bead-based flow cytometry, multiplex. Ras-related protein Rab-2A (Canis lupus familiaris), P61105. GST-Rab2 wt beads, Bodipy-GTP binding. GTP binding activity, % at 10 µM. 0.19% of 190,000 active. AID 760, 2007;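 active = GTP binding activity at least 20 points away from 100%, either lowered or raised; inconclusive = signal likely due to the compound's own green fluorescence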;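 also: 0% = beads with excess unlabeled GTP and 100% = no-compound control corrected for plate trend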
Cdc42 wt – modulators of GTP binding to wildtype Cdc42, primary screen, biochemical, multiplex bead flow cytometry, Bodipy-GTP | Cell division control protein 42 homolog (Homo sapiens), P60953 | GST-Cdc42 beads; actives lie on both sides | percent activity (GTP binding), % at 10 µM | 0.2% of 190,000 active | AID 761, 2007;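 active = percent activity GTP binding at least 20 points away from the 100% baseline, either down as inhibitor or up as activator; inconclusive = compound flagged as likely green fluorescent from well-wide comparison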;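 also: median bead fluorescence of bound Bodipy-FL-GTP at 100 nM; 0% = excess unlabeled GTP control and 100% = no compound control; below 100% means less GTP binding so inhibitor and above means activator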
Target sequence (P60953 whole entry, looked up): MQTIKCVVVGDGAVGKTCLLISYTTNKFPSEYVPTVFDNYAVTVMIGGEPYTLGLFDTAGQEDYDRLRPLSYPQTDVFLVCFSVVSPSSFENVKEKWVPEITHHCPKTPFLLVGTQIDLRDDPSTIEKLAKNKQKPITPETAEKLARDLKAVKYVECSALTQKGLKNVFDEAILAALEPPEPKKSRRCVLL
Rac1 act GTP bind – GTP binding modulators of activated mutant Rac1, primary screen, biochemical, bead-based flow cytometry, multiplex, fluorescent GTP; AID 764, 2007; percent activity (GTP binding), % at 10 µM; GST-Rac1 activated beads; actives lie on both sides; 100% means binding = to untreated wells; 0.11% of 190,000 active; Ras-related C3 botulinum toxin substrate 1 (Homo sapiens), P63000;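 active = GTP binding at least 20 percentage points away from the 100% baseline, in either direction, so actives lie on both sides; inconclusive = Compound likely fluorescent itself, or too few beads counted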
Mcl-1 Bim block – inhibitors of Bim peptide binding to Mcl-1, primary screen, biochemical, bead-based flow cytometry, multiplex | inhibition, % at 10 µM | Induced myeloid leukemia cell differentiation protein Mcl-1 (Homo sapiens), Q07820 | 0.1% of 190,000 active | AID 1009, 2008 | Bim peptide-Mcl-1 binding; in the data active = inhibition above about 40%;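 also: 0% = no compound tracer wells and 100% = peptide blocker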
Pf gametocyte – late stage P. falciparum gametocyte viability inhibitors, primary screen, ATP luminescence, HTS; 0.065% of 150,000 active; inhibition, % at 10.9 µM; AID 743093, 2013; P. falciparum stage V gametocytes, 24 h;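 active = inhibition above the mean plus 3 SD of compounds within the control limits, set per campaign, cut at about 38% in these data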;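 also: 0% = DMSO wells and 100% = medium only without gametocytes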
Rab7 wt GTP bind – modulators of GTP binding to Rab7, primary screen, biochemical, wildtype, multiplex bead flow cytometry | AID 758, 2007 | GST-Rab7 beads, fluorescent GTP binding; actives lie on both sides; untreated = 100%, excess cold GTP = 0% | 0.055% of 190,000 active | GTP binding activity (percent of control), % at 10 µM | Rab7 GTPase wild type (dog), Bodipy-FL-GTP binding;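 active = fluorescent GTP binding to Rab7 beads changed by at least 20 points from the 100% baseline, either direction, mostly lower; inconclusive = compound itself probably fluorescent, or too few beads counted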;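 also: median green fluorescence of bound Bodipy-FL-GTP per Rab7 bead population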
* = called active by the depositor; ? = inconclusive; · = not tested or not shown.

SMILES	Rac1 wt modul	RGS8-Gao reg	Mcl1 Bid PPI	Mcl1-Noxa inh	HRas wt GTP bind	Rab2 wt GTP	Cdc42 wt	Rac1 act GTP bind	Mcl-1 Bim block	Pf gametocyte	Rab7 wt GTP bind
COc1ccc(C2C(C(=O)Nc3ccc4c(c3)OCCO4)c3ccccc3C(=O)N2C)cc1 (stereo not given)	97	108	-18	8	99	98	98	100	-1	8	97
O=C1OC(Cc2ccccn2)C(=O)C1=C1SCCS1 (stereo not given)	100	102	-27	-2	100	99	98	101	-2	·	100
CCc1nnc(NC(=O)C(NS(=O)(=O)c2ccc3c(c2)OCCO3)C(C)C)s1 (stereo not given)	96	101	-25	-11	96	95	99	97	-6	-17	95
Cc1ccc(O)c(-c2cc(-c3ccccc3C)[nH]n2)c1	95	95	31	29	99	103	99	98	-5	·	98
CNC(=O)CC(C(=O)O)c1ccc(OCC(C)C)cc1 (stereo not given)	108	95	-7	2	103	103	103	102	1	-21	99
CCN(CC)c1ccc(C(=O)OCC(=O)NC2CCCCC2C)cc1 (stereo not given)	102	104	-45	17	104	103	105	96	1	·	104
Fc1ccc(-c2csc(=S)[nH]2)cc1	95	91	-38	9	98	95	92	94	-4	6	92
CCOC(=O)c1sc(NC(=O)/C=C/c2cnn(CC)c2C)c(C(=O)OCC)c1C	98	99	8	22	95	99	95	96	-3	·	101
CCN(Cc1ccncc1)C(=O)CSc1ccc2ccccc2c1	98	102	-5	5	99	97	95	95	-2	6	103
NC(=O)c1c(NC(NC(=O)c2ccco2)C(=O)c2ccc(Cl)cc2)sc2c1CCCC2 (stereo not given)	98	100	0	38	97	97	96	95	-2	·	101
CCC1(CC)N([O-])C(C)=C(c2ccccc2)[N+]1=O	101	95	5	0	102	102	99	99	0	·	102
O=C(Oc1ccc2ccccc2c1Br)N1CCCCCC1	100	101	-17	-17	99	97	98	94	0	5	101
COc1ccc(-n2nc(N)c(C(N)=O)n2)cc1	97	98	5	6	92	95	90	93	-4	0	94
Cc1ccc(C(=O)COC(=O)C2CC(=O)N(c3nc(-c4ccccc4)cs3)C2)cc1 (stereo not given)	86	100	2	25	87	87	86	86	-3	15	92
O=C1c2oc3ccccc3c(=O)c2C(c2cccnc2)N1Cc1ccco1 (stereo not given)	109	97	-10	-11	101	101	105	99	-3	2	100
COc1ccc(C)cc1NC(=O)CN1CCN(c2ccccc2F)CC1	106	103	-4	13	103	104	101	102	-2	18	101
Cc1cc(C)c(C)c(OCC(=O)N2CCOCC2)c1	104	102	-33	4	102	100	103	99	2	·	100
CCN(CC)C(=O)CCSc1nnc(-c2ccncc2)o1	113	108	-34	12	104	103	106	104	-4	-16	103
CCOC(=O)N1CCN(C(=O)CCCn2c(=S)[nH]c3ccsc3c2=O)CC1	105	101	-45	12	104	100	107	104	-5	-7	100
O=C(NCc1ccccc1)C(c1ccc(F)cc1)N(Cc1cccs1)C(=O)c1cnccn1 (stereo not given)	103	100	4	-2	100	98	100	97	-5	·	101
COc1cc(OC)c(OC)cc1/C=N/n1c(C)nnc1C	104	104	-2	1	100	98	97	98	1	·	100
CCOC(=O)CN1C(=O)CN(c2ccc(C)cc2)C1=O	102	103	-4	14	98	99	100	100	-4	8	98
CCCn1nc(C(=O)Nc2ccc(S(=O)(=O)Nc3nccs3)cc2)c2ccccc2c1=O	106	107	-35	51*	97	98	102	97	-1	·	97
COc1cc(OC)cc(C(=O)Nc2ccc(S(=O)(=O)Nc3ncccn3)cc2)c1	94	100	-16	9	100	100	97	93	-2	5	104
O=S(=O)(c1ccc(Cl)cc1)N1c2ccccc2Oc2nc3ccccc3nc21	103	96	1	-8	101	100	101	97	0	·	98
Cn1c(-c2c(N)n(C3CCCC3)c3nc4ccccc4nc23)nc2ccccc21	89	106	-32	-50	99	103	97	98	-2	·	104
O=C(CSc1nc2[nH]ncc2c(=O)[nH]1)c1ccccc1	101	102	-28	-11	98	98	96	94	2	-29	102
CCOC(=O)C1CCN(S(=O)(=O)c2ccc(CC)cc2)CC1	103	101	-8	-3	95	95	102	101	0	-22	92
CCOC(=O)CCCNC(=O)CCNC(=O)c1ccc(OC(C)C)cc1	95	103	-17	7	95	95	97	94	-3	·	95
COC(=O)/C(=C/c1ccc2c(c1)c1ccccc1n2C)NC(=O)c1ccccc1	100	100	-42	4	98	99	97	99	-5	·	102
COc1ccc2cc(CN(Cc3ccco3)Cc3nnnn3C3CCCCC3)c(=O)[nH]c2c1	103	99	-52	7	101	98	93	99	0	·	99
CS(C)(=O)=NS(=O)(=O)c1ccc(Cl)cc1	99	100	-25	1	100	97	101	100	0	·	96
Cn1ccnc1SCC(=O)c1ccc(Cl)cc1	100	103	-20	21	98	100	97	95	0	7	105
CC(=O)N1C(c2ccccc2O)C[C@]2(C)CC(=O)NC12 (stereo not given in full)	97	102	-24	12	98	96	98	96	0	14	95
COc1ccc(CNn2c(C)nc3ccccc3c2=O)cc1	105	100	-23	4	102	101	103	102	-4	·	100
Cn1c(/C=C(\C#N)C(N)=S)ccc1-c1ccc(Br)cc1	91	99	17	20	90	92	90	91	1	-2	91
COc1ccc(C(NC(=O)CNC(C)=O)C(=O)Nc2ccc3c(c2)OCCO3)cc1 (stereo not given)	99	102	-21	-7	101	100	101	98	0	16	100
CCCCNC(=O)c1c(O)c2cccc3c2n(c1=O)CCC3	94	106	-8	10	99	95	96	94	-2	·	96
c1ccc(OCc2nc3ccccc3s2)cc1	107	95	-26	-4	102	102	103	97	1	-1	101
O=C(CCS(=O)(=O)c1cccc2nsnc12)N1CC(=O)N(CCc2ccccc2)C(=O)C1	112	99	-9	13	103	103	108	104	-1	-19	100
O=C(Nc1cccc(F)c1)N1CCN(C/C=C/c2ccccc2)CC1	97	106	-4	12	98	98	99	98	-4	-12	93
COc1ccc(Oc2cc(C)nc(Cl)n2)nn1	101	106	-12	23	99	99	97	98	-6	-4	104
O=C(CCC(=O)NNC(=S)Nc1ccccc1)NCc1ccccc1	104	102	-24	16	98	104	99	97	-5	10	103
CCOc1cc2[nH]c(=O)n(CCCCC(=O)NC3CCCCCC3)c(=O)c2cc1OCC	103	98	1	-8	101	101	101	99	-3	·	104
Cc1c(C(=O)NCc2ccc3c(c2)OCO3)oc2ccc(S(=O)(=O)N3CCC(C)CC3)cc12	101	127	-14	-7	97	95	99	96	-2	·	96
c1cc2c(cc1-c1[nH]ncc1CN1CC3C[C@@H]4CC1C[C@H](C3)C4)OCO2	98	97	-35	-16	93	95	93	94	-3	-4	96
Cc1ccc2nc(SCC(=O)c3c(C)[nH]c4ccccc34)[nH]c2c1	94	102	-2	-1	95	92	96	98	-2	·	98
CCC(CO)NC1=CC(=O)CCC1 (stereo not given)	99	100	-34	8	99	97	98	96	-1	-2	104
Cc1nc2ccccc2c(C)c1C(=O)c1ccccc1	95	101	-1	26	96	93	94	89	-2	3	104
Cc1ccc(NC(=O)COC(=O)C2CC3C=CC2C3)cc1S(=O)(=O)N1CCCCC1 (stereo not given)	99	103	-71	14	95	96	98	97	-3	1	96
COc1ccc(C(=O)Nc2cc(C)on2)cc1	104	99	-6	15	99	99	102	98	0	-1	98
COCCn1c(C)cc(/C=C2/NC(=O)N(c3cccc(Cl)c3)C2=O)c1C	102	94	-29	4	97	97	95	96	0	7	97
Brc1ccccc1OCCOc1cccc2cccnc12	99	104	3	8	100	99	97	97	-5	·	101
Cc1nn2c(NCCCN3CCOCC3)c3c(nc2c1-c1ccccc1)CCC3	?	102	-29	8	?	?	?	?	-4	·	?
O=C(Cn1cnc2c(nnn2-c2ccc(F)cc2)c1=O)N1CCCc2ccccc21	105	104	0	6	102	101	102	101	-4	·	99
COc1cccc(C(C(=O)NCC2CCCO2)N(CC2CCCO2)C(=O)CN2C(=O)c3ccccc3S2(=O)=O)c1 (stereo not given)	96	99	-48	5	93	97	94	95	1	-6	95
CN(C)c1ccc(C(=O)Nc2cc(C(F)(F)F)ccc2-n2cncn2)cc1	107	100	-28	-10	101	102	105	96	-3	-5	101
CC(=O)Nc1ccc(C(=O)OCC(=O)NC2CCCCCCC2)cc1	98	98	-16	3	98	99	97	96	-10	11	96
O=C(NCC(c1cccnc1)N1CCOCC1)c1ccco1 (stereo not given)	?	100	-3	25	?	?	?	?	0	-7	?
NC(=O)c1ccc(C(F)(F)F)n(Cc2ccc(F)c(F)c2)c1=O	90	103	8	6	95	94	95	92	0	·	94
(continued)
SMILES	Rac1 wt modul	RGS8-Gao reg	Mcl1 Bid PPI	Mcl1-Noxa inh	HRas wt GTP bind	Rab2 wt GTP	Cdc42 wt	Rac1 act GTP bind	Mcl-1 Bim block	Pf gametocyte	Rab7 wt GTP bind
CCOc1ccc(-c2csc(NC(=O)C3CCCO3)n2)cc1 (stereo not given)	102	102	-2	8	99	96	99	100	-7	·	98
CCCC(=O)Nc1cccc(NC(=O)CN2CCN(c3ccccc3OC)CC2)c1	110	99	-14	12	103	105	104	102	-2	·	102
O=C(O)COn1c(-c2ccccc2)nc2ccc(Cl)cc21	102	100	-5	7	99	99	93	92	12	13	112
Cc1c(Cl)c([N+](=O)[O-])nn1CC(=O)NCc1cccnc1	94	110	-34	-9	94	96	96	98	0	5	93
CCOc1ccc(OCc2cccc(C(=O)N3CCCC3)c2)cc1	104	97	2	-2	100	100	101	98	0	·	100
CN(/C(=N\S(=O)(=O)c1ccccc1)C(F)(F)F)c1ccccc1	105	107	4	15	99	102	102	103	-4	-12	96
